Bioassay records from PubChem.
Glioma ERSR ind: induces the endoplasmic reticulum stress response in human glioma cells; Potency, µM, inactives show at the highest dose activation, actives largely listed as activators; U87-MG GRP78 promoter luciferase reporter, 16 h; hit rate 0.02% among 420,000; also: potency is read from the fitted curve at half-maximal effect; series mostly up to about 76 µM; % of control where 0% means no effect; nearly all actives have a fitted effect of over 35% in size
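Stably transfected U87-MG human glioma cells carrying a GRP78-based luminescent sensor were seeded at 1000 cells/well, pin-dosed with compounds and incubated 16 h. Luciferase reagent was then added, and end-point luminescence was read after 10 min at room temperature.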
Vif-A3G inh: inhibitors of Vif-APOBEC3G interaction. Q9HC16. HeLa A3G-eYFP + Vif (tagged APOBEC3G with the HIV-1 protein that degrades it), YFP fluorescence, overnight. Potency, µM (top dose mostly 46.1 µM), for inactives: at the top dose activity, negative = active, most hits filed as inhibitors. hit rate 0.076% among 410,000. AID 602310;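 also: potency is read from the fitted curve at half-maximal effect; % is scaled to controls: 0 for no effect and ±100 for the full control effect; nearly all actives have a fitted effect of over 60% in size; hits raise eYFP signal because A3G escapes Vif-driven loss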
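Read-out is eYFP fluorescence (Ex 488/Em 500-530) from Vif-expressing HeLa A3G-eYFP cells; more signal means A3G escaped Vif-mediated degradation. Cells plated overnight, compound pinned in, incubated overnight at 37 deg C.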
RXFP1 ag: RXFP1 (human) receptor agonism; Potency, µM (doses to about 57.5 µM), without a hit: at the highest dose activation, usual class: activators; HEK293T-RXFP1 cAMP TR-FRET, 30 min; response scale: percent of porcine relaxin response, buffer zero; hit rate 0.3% among 370,000; Q9HBX9; also: potency is read from the fitted curve at half-maximal effect; % is scaled to controls: 0 for no effect and ±100 for the full control effect; nearly all actives have a fitted effect of over 60% in size; many of its hits are not listed in these tables
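cAMP rise read by TR-FRET after 30 min, 37C compound exposure (up to 58 uM) in RXFP1-transfected HEK293 cells with Ro 20174 present. EC50 from Hill-equation fits, with 29 nM porcine relaxin as 100% and buffer as basal.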
D2 PAM: D2 dopamine receptor (human) potentiation | P14416 | HEK293 T-REx D2, calcium flux, EC20 dopamine potentiation | potentiation, % at 10 µM | hit rate 0.34% among 340,000 | AID 485347;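 active = potentiation over 3 SD above the plate norm, cut at about 30% in these data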; also: 0% is about no effect
Target sequence (P14416 whole entry, looked up): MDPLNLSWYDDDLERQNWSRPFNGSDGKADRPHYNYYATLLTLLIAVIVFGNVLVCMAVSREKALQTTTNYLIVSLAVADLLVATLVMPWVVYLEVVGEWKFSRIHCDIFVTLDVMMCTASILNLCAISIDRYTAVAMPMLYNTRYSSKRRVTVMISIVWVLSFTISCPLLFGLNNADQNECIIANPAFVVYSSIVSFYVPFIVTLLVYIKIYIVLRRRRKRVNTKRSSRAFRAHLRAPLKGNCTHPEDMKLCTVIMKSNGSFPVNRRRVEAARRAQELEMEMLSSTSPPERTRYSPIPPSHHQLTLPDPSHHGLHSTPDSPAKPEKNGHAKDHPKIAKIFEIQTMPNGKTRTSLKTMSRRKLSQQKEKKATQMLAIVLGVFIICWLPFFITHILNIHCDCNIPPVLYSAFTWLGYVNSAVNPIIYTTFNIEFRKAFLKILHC
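Tetracycline-induced Hek293 Trex D2 cells, force-coupled to calcium, loaded with no-wash calcium dye. Compound added with 180 s kinetic read for agonism, then EC20 dopamine and a further 180 s read for potentiation.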
D1 ag: agonists of human D1 dopamine receptor. P21728. HEK293 T-REx D1 cells, calcium flux, agonist mode. activation, % at 2 µM. hit rate 1% among 360,000. AID 504660; in the data active = activation above about 30%; also: 0% is about no effect
Target sequence (P21728 whole entry, looked up): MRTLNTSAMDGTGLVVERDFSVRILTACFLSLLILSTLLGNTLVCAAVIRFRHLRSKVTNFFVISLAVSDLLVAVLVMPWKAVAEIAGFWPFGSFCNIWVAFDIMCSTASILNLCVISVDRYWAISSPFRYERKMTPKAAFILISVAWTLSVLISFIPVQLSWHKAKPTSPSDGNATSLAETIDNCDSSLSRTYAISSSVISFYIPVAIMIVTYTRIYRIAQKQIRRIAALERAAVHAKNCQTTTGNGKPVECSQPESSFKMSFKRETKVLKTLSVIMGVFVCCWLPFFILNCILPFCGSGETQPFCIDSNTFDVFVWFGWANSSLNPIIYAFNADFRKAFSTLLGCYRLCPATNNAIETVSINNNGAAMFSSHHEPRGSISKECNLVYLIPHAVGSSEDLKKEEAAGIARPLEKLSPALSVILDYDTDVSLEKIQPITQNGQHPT
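Tetracycline-induced HEK293 TREx D1 cells, force-coupled to calcium signalling, were dye-loaded with a no-wash calcium kit. Compound was pin-added after a 10 s baseline. Fluorescence was read kinetically at 1 cycle/s for 180 s, with calcium rises flagged as agonism.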
D1 potentiator: enhances dopamine response at the human D1 receptor | HEK293 TREx D1 cells, calcium flux, dopamine EC20 potentiation | P21728 | hit rate 0.036% among 360,000 | potentiation, % at 10 µM; in the data active = potentiation above about 30%; also: 0% is about no effect
D1 antagonist: blocks dopamine activation of the human D1 receptor; HEK293 TREx D1 cells, calcium flux, dopamine EC80; stronger effect = lower value; activity change, negative = inhibition, % at 10 µM; hit rate 3.2% among 360,000; AID 504652; in the data active = activity change below about -30%; also: % is scaled to controls: 0 for no effect and ±100 for the full control effect
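Calcium flux readout: force-coupled, inducible Hek293 Trex D1 line, cells induced overnight at 30 C with tetracycline, dye-loaded 30–90 min at RT. Antagonism scored against EC80 dopamine challenge given 180 s after compound.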
Vif-A3F inh: inhibitors of Vif-A3F interaction | hit rate 0.2% among 390,000 | HeLa A3F-eYFP + Vif (tagged APOBEC3F with the HIV-1 protein that degrades it), YFP fluorescence increase | Potency, µM (highest dose often 46.1 µM), without a hit: top-dose activity, negative = active | AID 602313; also: potency is read from the fitted curve at half-maximal effect; % of control where 0% means no effect; nearly all actives have a fitted effect of over 65% in size
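HeLa cells stably expressing A3F-eYFP plus Vif, plated and incubated overnight at 37 deg C, then exposed to compounds overnight at 37 deg C. Blocked degradation read as raised yellow fluorescence (Ex 488/Em 500-530).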
RXFP1 antag: blocks the human relaxin receptor RXFP1 | Q9HBX9 | activity change, negative = inhibition, % at 57.5 µM | AID 1259400 | HEK293-RXFP1, relaxin-stimulated cAMP HTRF, 30 min; stronger effect = lower value | hit rate 0.59% among 350,000;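 active = activity change of -60% or lower, but not beyond a set lower limit; inconclusive = change between -60% and -40%, or beyond the set limit; inactive = change above -40%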; also: % is scaled to controls: 0 for no effect and ±100 for the full control effect
* hit, by the source's call; ? = inconclusive; / = no result given; & = joins results of further samples. Unless noted, calls follow the shape of the dose curve; as a rule, active = well fitted curve in the direction sought with a large enough effect; inconclusive = small, poorly fitted or top-dose-only effect, or another doubt; inactive = no such curve, though single readings can be large; an effect the other way counts as inactive or inconclusive. The list is partial; rates above refer to the full screens.

SMILES	Glioma ERSR ind	Vif-A3G inh	RXFP1 ag	D2 PAM	D1 ag	D1 potentiator	D1 antagonist	Vif-A3F inh	RXFP1 antag
Cc1c(C(=O)CN2CCCC(C)(C)C2)c2ccccc2n1C	1%	2%	-22%	-4	-1	-9	-4	5%	8
CC1CCN(c2nc3ccccn3c(=O)c2C=O)CC1	-3%	1%	3.9%	0	1	2	1	1%	2
CC(C)n1c(S(=O)(=O)O)nc2ccccc21	0%	1%	-0.6%	9	2	-7	-34*	-3%	-6
CC(Sc1nccn1C)C(=O)Nc1ccc(C(N)=O)cc1 (stereo not drawn)	-5%	2%	-1.2%	-1	3	-5	27	4%	-6
COC(=O)c1ccc(N2CCN(C)CC2)c(NC(=O)c2cc3ccccc3o2)c1	-1%	6%	1.4%	7	2	6	-1	-3%	7
COc1ccc(S(N)(=O)=O)cc1C(=O)NCCCN1CCN(c2ccccc2OC)CC1	-2%	2%	1.1%	-31	2	-14	-12	1%	-4
CCOc1ccc(OCC)c(NC(=O)CN(C)S(=O)(=O)c2ccc3[nH]c(=O)oc3c2)c1	-3%	-4%	-2.8%	-9	0	-4	1	0%	-25
COc1cccc(CNC(=O)c2ccc(CNS(=O)(=O)c3ccc(C)cc3)cc2)c1	-6%	-2%	2.4%	-7	-5	1	2	0%	/
COC(=O)c1ccc(/C=N/n2c(C)nc3ccccc3c2=O)cc1	-12%	1%	1.5%	0	0	-3	-5	1%	11
Cc1cc(C)cc(NC(=O)C2CCN(c3nc4ccccc4nc3C(F)(F)F)CC2)c1	-2%	3%	?	2	2	1	-3	3%	/
COc1ccc(NC(=O)Cn2c(=O)n(-c3ccc(OC)cc3)c(=O)c3sc4ccccc4c32)cc1	-2%	0%	29%	-4	3	-2	13	-1%	/
CCOC(=O)c1cn2nc(SCc3ccccc3)nc2nc1C	4%	0%	0.6%	-3	8	6	-11	-24%	5
CC1OC(OC2C(CO)OC(OC3C(CO)OC(O)C(O)C3O)C(O)C2O)C(O)C(O)C1N[C@@H]1C=C(CO)[C@@H](O)C(O)[C@H]1O (stereo partly drawn)	-2%	1%	2.1%	-2	1	2	23	3%	/
O=C(Nc1nc2ccc(Cl)cc2s1)C1CCCO1 (stereo not drawn)	-8%	-7%	-1.1%	7	2	-3	0	2%	-20
COc1ccc(N2CCN(C(=O)CNC(=O)c3ccc(Br)o3)CC2)cc1	-3%	0%	-1.0%	0	0	-3	5	6%	-3
CC(NC(=O)C1CC1)C(c1cccs1)N1CCOCC1 (stereo not drawn)	-6%	0%	0.0%	3	1	4	-6	2%	22
Cc1c(C(=O)N(C)C)sc2c1c(=O)n(-c1ccc(Cl)c(Cl)c1)c(=O)n2CC(=O)C(C)(C)C	-4%	-1%	1.7%	12	-1	0	14	-4%	-2
CCCCn1c(N)c(N(CCOC)C(=O)COC(=O)COc2cc(C)c(Cl)cc2C(C)C)c(=O)[nH]c1=O	-4%	-6%	0.4%	/	8	10	4	-2%	-9
O=C(COc1ccccc1O)N1CCN(C(=O)c2ccco2)CC1	9%	-5%	0.4%	-8	2	-3	1	-12%	-17
COC(=O)c1c(NC(=O)C2CC(=O)NN2Cc2ccccc2)sc(C)c1C (stereo not drawn)	-3%	-5%	0.1%	-6	2	-3	-13	-4%	-1
CCC(=O)Oc1ccc(-c2nc(-c3cccnc3)no2)cc1	4%	-5%	0.2%	/	9	-6	-5	0%	-1
CC(=O)c1ccccc1NC(=O)c1ccc2c(c1)NC(=O)C(C)S2 (stereo not drawn)	7%	-6%	3.5%	-3	1	0	16	-24%	3
CC(C)(C)c1ccc(C(=O)O/N=C(\N)c2ccccc2)cc1	-11%	-10%	-0.5%	-4	5	-2	-5	0%	-1
Cc1ccccc1C(=O)NC(=S)Nc1sc2c(c1C#N)CCC(C)C2 (stereo not drawn)	-1%	1%	4.2%	7	0	-1	-22	4%	-3
Fc1ccccc1N1CCN(c2nc(-c3cccs3)nc3ccccc23)CC1	-4%	0%	0.8%	7	2	7	2	5%	-17
COc1ccc(CNc2ncnc3c2cnn3-c2ccc(C)c(C)c2)cc1	1%	6%	9.0%	-4	-2	-2	-9	1%	-6
COC(=O)C1=C(C)N(Cc2ccco2)C(=O)N[C@@H]1c1cccc(C(F)(F)F)c1	/	/	7.2%	-1	-1	-2	-8	/	/
COc1ccc(CC(=O)NCc2nnc(SCC(=O)Nc3ncc(C)s3)n2C)cc1	1%	0%	0.5%	5	5	-9	-1	-10%	-1
O=C1COc2ccccc2N1Cc1ccccc1Cl	-9%	-23%	0.6%	-4	3	-5	-9	0%	-3
Cc1ccc(C(=O)NCC(=O)OCC(=O)Nc2ccccc2C#N)s1	-1%	7%	2.7%	-3	1	-3	-9	1%	3
Cc1cc(C)c2nc(SCC(=O)NCCC3=CCCCC3)cc(C)c2c1	-2%	1%	0.1%	-3	1	-5	5	-11%	-13
CCn1cc(C(=O)Nc2cccc(Cl)c2)c2cc(OC)c(OC)cc2c1=O	-2%	0%	-0.6%	12	-1	0	-18	2%	/
CN1CCN(c2ccc(NC(=O)N3CCc4ccccc43)cc2)CC1	-18%	-3%	-4.8%	-12	4	3	4	-5%	-5
Cc1ccccc1Nc1nnc(-c2ccc(C)c(S(=O)(=O)N3CCOCC3)c2)c2ccccc12	0%	1%	5.1%	/	2	-1	-17	-2%	-5
O=C(Nc1ccc(Cl)cc1)C1CC=CCC1C(=O)OCC(F)(F)C(F)F (stereo not drawn)	-3%	1%	3.9%	-8	0	0	13	-5%	19
CN(CCc1cn[nH]c1)Cc1nc(Cc2ccccc2)no1	-1%	0%	-1.2%	10	6	-2	-10	12%	-1
O=C(CSc1nccn1Cc1ccc(F)cc1)NCc1ccc(F)cc1	-4%	3%	0.6%	-3	0	0	8	-4%	/
CCC(C)c1ccccc1NC(=O)COC(=O)c1ccc2[nH]c3c(c2c1)CCCC3 (stereo not drawn)	-5%	-9%	-1.6%	-17	1	-9	-24	-17%	-7
O=C(O)c1cn(-c2ccc(F)cc2)c2cc(Cl)c(F)cc2c1=O	-2%	3%	0.8%	4	2	4	-4	-16%	7
COc1ccc(/C(N)=N/OC(=O)Oc2ccccc2)cc1	-1%	2%	2.1%	-7	4	-4	-10	-3%	6
C=CCN1C(=O)/C(=C\c2ccc(C)cc2)N=C1SCC(=O)NCCC	-2%	1%	-0.6%	5	1	-3	-8	3%	-6
Oc1ccc(-c2cn3ccccc3n2)cc1	-7%	1%	7.6%	0	0	1	-7	0%	7
CC(C)(C)C(=O)Nc1cccc(-c2ncon2)c1	0%	0%	1.8%	5	0	7	18	-8%	-3
O=C(CN(C(=O)CCC(=O)Nc1nccs1)c1cccc(F)c1)NCCc1ccccc1	-1%	-1%	0.2%	5	5	/	-2	?	-15
Cc1ccc2oc(=O)c3cc(C(=O)Nc4cc(-c5cccc(F)c5)no4)sc3c2c1	/	/	3.7%	3	-4	-1	0	/	/
COc1ccc(Cc2nnc(SCC(=O)N3CCCC3)o2)cc1	-3%	-1%	0.5%	10	4	9	-13	2%	0
CCCCn1c(N)c(N(CCC(C)C)C(=O)c2ccc3c(c2)OCCO3)c(=O)[nH]c1=O	-6%	-2%	1.2%	/	0	-2	-1	-27%	-1
COc1ccc(CNC(=O)C(OC(=O)c2ccco2)c2ccc(OC)cc2)cc1 (stereo not drawn)	-1%	0%	0.2%	12	3	-16	9	-2%	-11
CC(NC(=S)NC1CCCCC1)C(c1cccs1)N1CCOCC1 (stereo not drawn)	-3%	0%	2.9%	-7	1	-1	-2	4%	1
CCOCCOC(=O)c1[nH]c2c(c1C)C(=O)CC(c1cccs1)C2 (stereo not drawn)	-6%	?	-1.5%	3	6	4	-12	0%	-14
The results go on:
SMILES	Glioma ERSR ind	Vif-A3G inh	RXFP1 ag	D2 PAM	D1 ag	D1 potentiator	D1 antagonist	Vif-A3F inh	RXFP1 antag
C[C@@H]1CN(Cc2nc(Cc3ccccc3F)no2)C[C@H](C)O1	-3%	1%	4.7%	13	3	2	19	-5%	-10
O=C(/C=C/c1cccc([N+](=O)[O-])c1)OCC1CCCO1 (stereo not drawn)	2%	-8%	0.1%	2	2	-2	-8	4%	3
COc1ccc(NC(=S)N(CCC(C)C)C(C)c2ccncc2)cc1 (stereo not drawn)	-2%	-2%	-0.5%	11	1	-6	-18	7%	3
COc1ccc(NC(=O)CSc2nc3nc(C)cc(C)n3n2)cc1OC	-3%	0%	15%	/	-2	9	-6	4%	-8
O=C(C[n+]1cc(Br)cc2ccccc21)c1ccc(Cl)cc1	8%&-2%	-24%&-12%	22%	-11	29	1	19	?	-20
COCCn1c(SCC(=O)Nc2ccc(NC(C)=O)cc2)nc2ccccc2c1=O	-9%	2%	0.5%	3	2	-4	-6	14%	0
N#CC1(c2ccccc2)CCC(=O)N1c1ccccc1 (stereo not drawn)	-1%	1%	0.6%	1	1	5	11	14%	4
Cc1c(O)ccc2c(O)c(NC(=O)c3ccc4c(c3)CCC(C)(C)O4)c(=O)oc12	5%	-1%	-0.2%	3	4	6	16	6%	-1
CCOC(=O)c1nn(-c2ccccc2C)c2nc(-c3ccc(Cl)cc3)c(C#N)c(=O)n12	-5%	0%	-1.2%	0	-3	-6	-11	4%	3
COc1ccc(CCNc2ccc([N+](=O)[O-])cn2)cc1	0%	1%	0.0%	-7	4	-3	-23	2%	8
Cc1nc(P(=O)(c2ccccc2)c2ccccc2)c(N2CCOCC2)o1	1%	2%	2.6%	2	2	-4	-10	6%	6

Of the compounds above, these contain a tert-butyl group:
SMILES	Glioma ERSR ind	Vif-A3G inh	RXFP1 ag	D2 PAM	D1 ag	D1 potentiator	D1 antagonist	Vif-A3F inh	RXFP1 antag
Cc1c(C(=O)N(C)C)sc2c1c(=O)n(-c1ccc(Cl)c(Cl)c1)c(=O)n2CC(=O)C(C)(C)C	-4%	-1%	1.7%	12	-1	0	14	-4%	-2
CC(C)(C)c1ccc(C(=O)O/N=C(\N)c2ccccc2)cc1	-11%	-10%	-0.5%	-4	5	-2	-5	0%	-1
CC(C)(C)C(=O)Nc1cccc(-c2ncon2)c1	0%	0%	1.8%	5	0	7	18	-8%	-3
